# ERG-DNA inh: inhibitors of human ERG Ets domain-DNA interaction | P11308 | fluorescence polarization, His-ERG Ets domain / labelled DNA | Potency, µM (top dose mostly 76.9 µM), for inactives: top-dose FP activity, negative = inhibition, hits mostly inhibitors | 0.028% of 370,000 active; active = well fitted inhibition curve with a large enough effect in the polarisation, with a control signal flat; inconclusive = small, poorly fitted or top-dose-only effect, or effect the other way, or a change in a side signal; inactive = no such curve, though single readings can be large or run the other way; the % refers to the polarisation;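 note: polarization taken with two DNA probes labelled with fluorescein and Texas red; potency is the fitted concentration of half-maximal effect; % of control where 0% means no effect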
# Target sequence (P11308 whole entry, looked up, the tested form may be a part): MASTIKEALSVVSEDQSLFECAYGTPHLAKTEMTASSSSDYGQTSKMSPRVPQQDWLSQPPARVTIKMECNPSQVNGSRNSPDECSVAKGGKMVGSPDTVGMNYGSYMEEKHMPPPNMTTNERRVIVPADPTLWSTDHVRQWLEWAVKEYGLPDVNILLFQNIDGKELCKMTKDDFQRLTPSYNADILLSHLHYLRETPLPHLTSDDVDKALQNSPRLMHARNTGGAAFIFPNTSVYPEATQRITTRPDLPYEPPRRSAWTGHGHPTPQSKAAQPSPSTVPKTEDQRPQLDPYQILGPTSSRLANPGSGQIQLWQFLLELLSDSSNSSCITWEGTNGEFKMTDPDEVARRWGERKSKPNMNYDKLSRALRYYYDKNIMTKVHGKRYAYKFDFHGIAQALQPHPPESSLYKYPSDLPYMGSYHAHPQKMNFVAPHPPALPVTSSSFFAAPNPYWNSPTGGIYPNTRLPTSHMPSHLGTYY
#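 His-tagged ERG Ets domain (1 uM in the protein solution; 300mM KCl, 50mM Tris-HCl, 1mM EDTA, 1mM DTT, pH 7.5) received compound, then a probe mix of 5 nM fluorescein-DNA and 100nM Texas-615-DNA. Fluorescence polarization was read for both dyes.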
# RGS4 inh: inhibitors of human regulator of G protein signaling 4 | Transcreener GDP fluorescence polarization, RGS4-accelerated GTP hydrolysis | Potency, µM (highest dose often 114 µM), inactives show top-dose activity change, negative = inhibition, actives largely listed as inhibitors | 0.039% of 390,000 active | AID 504845; note: potency is the fitted concentration of half-maximal effect; % is set by controls: 0 for no effect and ±100 for the full control effect; nearly all actives have a fitted effect of over 75% in size; some results filed as inactive show a strong effect at the top dose
# Target sequence (P49798 whole entry, looked up): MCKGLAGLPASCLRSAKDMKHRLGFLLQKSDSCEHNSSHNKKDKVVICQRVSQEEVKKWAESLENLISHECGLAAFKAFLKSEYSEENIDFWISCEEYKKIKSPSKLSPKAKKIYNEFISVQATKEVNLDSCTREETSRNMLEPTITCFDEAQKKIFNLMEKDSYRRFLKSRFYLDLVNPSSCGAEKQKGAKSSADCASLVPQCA
#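 MLSMR compounds (23 nl, pin-transferred) preincubated 10 min at room temperature with a 500nM (2x) first reagent, then RGS4 at 900nM (2x) plus Transcreener GDP mix added; fluorescence polarization (620/688 nm) read before and after 90 min at 30 °C.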
# 12-LOX inh: ALOX12 (human) lipoxygenase inhibition; P18054; purified 12hLO, xylenol orange hydroperoxide absorbance; Potency, µM (series often up to 108 µM), for inactives: at the highest dose activity change, negative = inhibition, actives largely listed as inhibitors; 1.1% of 580,000 active; AID 1671190; note: potency is the fitted concentration of half-maximal effect; % is set by controls: 0 for no effect and ±100 for the full control effect
#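 Hydroperoxide product was detected by ferrous iron/xylenol orange as the 573 to 405 nm absorbance ratio. Arachidonic acid at 40 uM (final) was turned over for 30 min at room temperature by 150 nM human 12hLO, pH 7.0 Hepes buffer, after 15 min compound preincubation.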
# LDHA block: blocks human lactate dehydrogenase A. P00338. purified LDHA, NADH/diaphorase-resazurin fluorescence; hits give low values. activity change, % (values are at about 110 or 230 µM). 0.15% of 480,000 active. AID 1347041; in the data active = activity change below about -30%; inconclusive = mostly about -25% to -30%;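 note: plate controls were DMSO wells for no effect and wells without enzyme for full effect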
#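 Remaining NADH was detected by diaphorase (0.133 mg/mL) converting 37 µM resazurin to fluorescent resorufin, read at 0 and 20 minutes. The preceding 5-minute room-temperature reaction used 2 nM LDHA, 0.2 mM sodium pyruvate and 0.06 mM NADH at pH 7.4.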
# APEX1 inh: APE1 (human) endonuclease inhibition; AID 2517; P27695; recombinant APE1, TAMRA/BHQ-2 abasic DNA cleavage fluorescence; 0.35% of 350,000 active; Potency, µM (series often up to 65.8 µM), without a hit: at the highest dose activity change, negative = inhibition, most hits filed as inhibitors;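 note: potency is the fitted concentration of half-maximal effect; plate controls were vehicle for no effect and reference inhibitor for full effect; nearly all actives have a fitted effect of over 55% in size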
# Target sequence (P27695 whole entry, looked up): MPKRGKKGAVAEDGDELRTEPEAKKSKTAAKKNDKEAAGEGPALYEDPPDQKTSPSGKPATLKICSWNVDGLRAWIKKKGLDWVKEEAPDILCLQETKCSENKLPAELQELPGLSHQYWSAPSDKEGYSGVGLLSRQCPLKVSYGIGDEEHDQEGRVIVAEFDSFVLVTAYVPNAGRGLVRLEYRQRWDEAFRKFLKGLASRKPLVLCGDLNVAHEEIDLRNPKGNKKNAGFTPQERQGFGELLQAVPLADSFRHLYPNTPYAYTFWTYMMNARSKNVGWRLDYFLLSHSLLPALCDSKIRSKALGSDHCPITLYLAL
#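 Step 1: APE1 (0.75 nM) with compound, 15 min RT. Step 2: add 50 nM fluorophore/quencher THF duplex. Step 3: three fluorescence reads 60 s apart (525/598 nm); read 3 minus read 1 = reaction progress.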
# Anesthetic bind: candidate novel general anesthetic via apoferritin binding; P02791; apoferritin/1-aminoanthracene competitive binding, fluorescence; Potency, µM (top dose mostly 77.5 µM), without a hit: at the highest dose activity change, negative = displacement, most hits filed as inhibitors; 0.074% of 350,000 active; note: potency is the fitted concentration of half-maximal effect; % is set by controls: 0 for no effect and ±100 for the full control effect; nearly all actives have a fitted effect of over 20% in size
#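 Apoferritin-based anesthetic binding model; compound displacement of fluorescent 1-AMA measured as endpoint fluorescence after 10 minutes at room temperature, scaled to free-ligand and complex controls.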
# Pol kappa inh: blocks human DNA polymerase kappa activity. Q9UBT6. purified Pol kappa, fluorescent DNA synthesis assay, 10 min. Potency, µM (doses to about 107 µM), for the others: at the highest dose activity, negative = inhibition, most hits filed as inhibitors. 0.53% of 400,000 active. AID 588579; note: potency is the fitted concentration of half-maximal effect; % is set by controls: 0 for no effect and ±100 for the full control effect
#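 Pol kappa 10 nM + cpd, 15 min RT; start w/ substrate 50 nM final; fluorescence kinetic read, 0 and 10 min. Neg ctrl: buffer, no enzyme.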
# POLB inh: DNA polymerase beta (human) inhibition; P06746; Pol beta primer extension/strand displacement, fluorescence kinetic; Potency, µM (highest dose often 114 µM), without a hit: top-dose activity change, negative = inhibition, hits mostly inhibitors; 1.3% of 340,000 active; note: potency is the fitted concentration of half-maximal effect; % is set by controls: 0 for no effect and ±100 for the full control effect
#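 Human Pol beta at 10 nM; strand-displacement substrate 50 nM final. Compound exposure 15 min at room temperature before start, reaction 10 min at room temperature.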
# POLH inh: DNA polymerase eta (human) inhibition; Q9Y253; recombinant Pol eta, fluorescent DNA replication assay; Potency, µM (series often up to 114 µM), inactives show at the highest dose activity change, negative = inhibition, hits mostly inhibitors; 1.2% of 390,000 active; AID 588591; note: potency is the fitted concentration of half-maximal effect; % is set by controls: 0 for no effect and ±100 for the full control effect
#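 Pol eta at 10 nM preincubated with compounds 15 min at room temperature; reaction started with fluorescent substrate (50 nM final) and read kinetically at 0 and 10 min.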
# An asterisk follows results filed as active; ? = inconclusive; · = not tested or not shown; [ ] = another dose, or the depositor's remark. Unless noted, calls come from the whole dose curve; as a rule, active = well fitted curve in the direction sought with a large enough effect; inconclusive = small, poorly fitted or top-dose-only effect, or another doubt; inactive = no such curve, though single readings can be large; an effect the other way counts as inactive or inconclusive. An excerpt (hit frequency here may not be typical).
ERG-DNA inh	RGS4 inh	12-LOX inh	LDHA block	APEX1 inh	Anesthetic bind	Pol kappa inh	POLB inh	compound	POLH inh
-5%	-6%	·	-1	23%	-2%	4%	33%	COc1ccc(N2C(=O)CC(c3ccc([N+](=O)[O-])cc3)C2=O)cc1 (stereo not given)	-7%
·	-7%	-21%	-4	0%	-21%	-19%	0%	O=C(NC12CC3CC(CC(C3)C1)C2)c1ccc(-c2ccc(Br)cc2)o1	-10%
3%	8%	-12%	1	2%	-12%	0%	21%	Cc1ccc(-c2nnn(CC(=O)N(CCO)C(C(=O)NC(C)(C)C)c3ccncc3)n2)cc1 (stereo not given)	-2%
2%	-9%[56.9 µM]	6%	-1	11%	-23%	-2%	-1%	CCCS(=O)(=O)c1nc(S(=O)(=O)c2ccc(C)cc2)c(N2CCC(C)CC2)s1	-19%
1%	-30%	-8%	2	-3%	-6%	-5%	-1%	CCOC(=O)c1c(N/N=C/c2ccncc2)n[nH]c1C	-20%
-3%	-32%	0%	5	6%	-7%	2%	30%	O=C(N/N=C/c1cc([N+](=O)[O-])ccc1N1CCNCC1)c1ccc([N+](=O)[O-])cc1	-17%
3%	8%	6%	-7	11%	-8%	-3%	48%	Cc1ccc(CNC(=O)C2CCN(S(=O)(=O)c3c(C)noc3C)CC2)cc1	-6%
-3%	14%	6%	0	-17%	·	-13%	·	Cc1ccc(S(=O)(=O)N(C)C)cc1NC(=O)COC(=O)CCC1CCCCC1	-12%
10%	-22%	9%	-1	-4%	-7%	5%	6%	Cn1nnc2cc(NC(=O)Nc3cccc(Cl)c3)ccc21	-9%
12%	16%	12%	2	-1%	?	-16%	-8%	COc1ccc(Cl)cc1C(=O)Nc1ccccc1N1CCN(C(=O)C(C)C)CC1	-25%
22%	-1%	?	-3	1%	4%	-7%	0%	O=C1c2ccccc2NC(c2ccccc2O)N1O (stereo not given)	1%
-1%	6%	-14%	-1	-4%	7%	-2%	-20%	CN(C)C(=S)SCCn1c(N)nc(N(C)C)nc1=O	-2%
-4%	19%	-3%	-2	8%	-5%	-8%	1%	COc1cccc(NC(=O)N2CCCC2C(=O)NCc2ccccc2)c1 (stereo not given)	2%
4%	1%	8%	-1	21%	-7%	13%	36%	CCC(C(=O)Nc1ccc(S(=O)(=O)Nc2ncccn2)cc1)c1ccccc1 (stereo not given)	-1%
8%	7%	-9%	-4	·	·	-2%	·	CN1C[C@@H]2[C@@H]3C(=O)N(C)C(=O)[C@@H]3[C@](C)(C1=O)N2C(=O)c1ccc(F)cc1	-24%
-14%	-15%	-24%	-1	19%	6%	-5%	-5%	Cc1c(C(=O)Nc2ccc3c(c2)OCO3)oc2ccccc12	-20%
0%	-14%	-13%	1	13%	-10%	2%	2%	Cc1cc(-c2nn(-c3ccccc3F)cc2CNCCc2cnccn2)c(C)s1	-28%
-4%	-1%	-2%	-7	-1%	-11%	-6%	-1%	OCCC1CN(Cc2cn[nH]c2C2CCCCC2)CCN1C1CCCCC1 (stereo not given)	-6%
-6%	-44%	-22%	-1	5%	?	-2%	?	CN(C)S(=O)(=O)N1CCN(c2ccc([N+](=O)[O-])c(N3CCCCC3)c2)CC1	-16%
0%	11%	23%	-2	33%	-4%	2%	11%	O=C(N/N=C/c1ccccc1[N+](=O)[O-])c1ccncc1	-21%

# Further records follow:
ERG-DNA inh	RGS4 inh	12-LOX inh	LDHA block	APEX1 inh	Anesthetic bind	Pol kappa inh	POLB inh	compound	POLH inh
-2%	12%	2%	1	12%	1%	1%	-12%	Cc1ccc(NC(=O)NC2CCCc3ccccc32)cc1 (stereo not given)	0%
9%	-31%	?	20	?	?	71µM*	8.9µM*	O=C1/C(=C\c2ccc(O)c(O)c2)C(c2ccccc2)=NN1c1ccccc1	8.9µM*
-10%	45%	-17%	1	-8%	4%	-4%[60.1 µM]	-15%	CCN(CC)CCNC(=O)c1cn(CC)c2cc(N3CCN(C)CC3)c(F)cc2c1=O	1%
1%	8%	-7%	2	3%	-16%	-4%	0%	Cc1cc(C)c(NC(=O)CN2C(=O)NC(CCc3ccccc3)C2=O)c(C)c1 (stereo not given)	-16%
-4%	56%[activator]	4%	-11	12%	-10%	-17%	57%	COCC1CCN(C(=O)C2CCN(c3nc(-c4ccccc4)nc4c3CCC4)CC2)C1 (stereo not given)	-9%
10%	21%	-10%	0	23%	-15%	-2%	2%	O=C(NCc1ccc(Cl)cc1)c1ccc(CS(=O)Cc2cccc(Cl)c2)o1 (stereo not given)	-16%
-12%	-20%	-12%	-1	5%	12%	-17%	42%	COc1ccc(/C=N/S(=O)(=O)CCc2ccccc2)c(OC)c1	-20%
2%	1%	-6%	-6	4%	?	-4%	79%	CCOC(=O)C1=C(CN2CCCCCC2)NC(=O)NC1c1ccc2c(c1)OCO2 (stereo not given)	-10%
-5%	-39%	-12%	-8	44%	·	-1%	·	O=S(=O)(c1ccc(F)c(F)c1F)N1CCN(c2ncnc3sccc23)CC1	0%
-4%	18%	14%	-1	-10%	142%[activator]	-2%	?	CC(=O)Oc1ccc2ccc(=O)oc2c1	1%
1%	-25%	?	0	-4%	-3%	-7%	1%	Cc1nc(C)c(C(=O)NNS(=O)(=O)c2ccc([N+](=O)[O-])cc2)s1	-17%
·	16%	13%	-18	1%	-11%	-7%[60.1 µM]	23%	CC(C)(C)c1ccc(C(=O)Nc2ccc(NC(=O)c3ccco3)cc2)cc1	-11%
3%	2%	-25%	5	2%	4%	12%	0%	O=C(O)C1=C[C@H](c2ccc(F)cc2)C[C@H](OCCCCO)O1	-12%
2%	-13%	0%	-4	16%	-19%	-10%	9%	O=C(N/N=C/C(Br)=C/c1ccccc1)c1cccs1	-11%
9%	16%	8%	-6	?	-11%	0%	-1%	COc1ccc(CNC(=O)OCCN2CCN(S(=O)(=O)c3ccc(C)cc3)CCC2=O)cc1	-12%
1%	-12%	·	18	-3%[12.4 µM]	·	?	·	COC/C=C/C1=CC2=CC(=O)C(C)(OC(=O)c3cnc4ccccc4n3)C(=O)C2=CN1CC(C)C (stereo not given)	25µM*
3%	5%[11.4 µM]	0%	6	0%	-16%	-9%	4%	c1ccc(-c2n[nH]c(-c3ccccn3)n2)cc1	-11%
4%	-5%	11%	-2	12%	-1%	0%	?	CCc1ccccc1Nc1nc2ccccc2n1C(C)C	-16%
-4%	18%	-1%	-6	-2%	-2%	-7%	1%	O=C(NC1CC1)c1ccc(-n2cccc2)cc1	-1%
-17%	-34%	-4%	-1	7%	?	-21%	5%	COc1cccc(/C=N/Nc2cc(-n3nc(C)cc3-c3ccccc3)ncn2)c1O	-21%

# Next entries.
ERG-DNA inh	RGS4 inh	12-LOX inh	LDHA block	APEX1 inh	Anesthetic bind	Pol kappa inh	POLB inh	compound	POLH inh
-2%	-32%	?	3	-5%	-15%	1%	-4%	c1ccc(CN2CCC(N=C3NN=C(c4ccc5c(c4)OCCO5)CS3)CC2)cc1	-8%
-4%	-14%	-1%	-3	33%	-2%	3%	2%	O=C(c1ccccc1Br)N1CCN(c2ncccn2)CC1	-9%
-11%	-7%	2%[57.4 µM]	-4	-2%	-6%	0%	-17%	CCn1c(C2CC(=O)N(c3ccc(C)c(C)c3)C2)nc2ccccc21 (stereo not given)	0%
0%	-13%	-9%	1	38%[12.4 µM]	-11%	3%	14%	COC(=O)c1cc(CNC(=O)Cc2ccsc2)ccc1OC	-15%
-17%	-10%	-15%	1	·	-2%	-3%	44%	CCOC(=O)c1ccccc1NC(=O)CCc1c(C)nc2ncnn2c1C	-7%
-8%	?	-6%	8	1%	-5%	0%	-2%	CCC(=O)NC(=S)NNC(=O)c1ccc([N+](=O)[O-])cc1	-18%
-12%	-47%	-16%	3	1%	-15%	6%	15%	COc1ccc(C)cc1Nc1n[n+](-c2ccccc2)c(-c2ccc(NC(C)=O)cc2)s1	-5%
-3%	-18%	0%	2	13%	?	-7%	28%	Cc1cc(C)cc(NC(=O)CN(C)S(=O)(=O)c2cccc3nsnc23)c1	-20%
-1%	-11%	-8%	-3	64%[activator]	-6%	-16%	-18%	O=C(N/C(=C\c1ccc2c(c1)OCO2)C(=O)N1CCOCC1)c1ccccc1Br	-15%
-13%	6%	5%	1	-2%	?	-12%	-10%	CCOC(=O)N1CCC(Nc2c(Nc3cccc(CC)c3)c(=O)c2=O)CC1	-17%
-4%	22%	-2%	-7	12%	7%	1%	28%	CNC(=O)COc1ccc2oc3c(c2c1)CCCC3	-20%

# A section of the results above, as a working copy:
ERG-DNA inh	RGS4 inh	12-LOX inh	LDHA block	APEX1 inh	Anesthetic bind	Pol kappa inh	POLB inh	compound	POLH inh
-3%	-18%	0%	2	13%	?	-7%	28%	Cc1cc(C)cc(NC(=O)CN(C)S(=O)(=O)c2cccc3nsnc23)c1	-20%
-1%	-11%	-8%	-3	64%[activator]	-6%	-16%	-18%	O=C(N/C(=C\c1ccc2c(c1)OCO2)C(=O)N1CCOCC1)c1ccccc1Br	-15%
-13%	6%	5%	1	-2%	?	-12%	-10%	CCOC(=O)N1CCC(Nc2c(Nc3cccc(CC)c3)c(=O)c2=O)CC1	-17%
-4%	22%	-2%	-7	12%	7%	1%	28%	CNC(=O)COc1ccc2oc3c(c2c1)CCCC3	-20%

# Screens: PubChem, National Center for Advancing Translational Sciences (NCATS)
